# S3 lipid droplet – qHTS Assay for Lipid Storage Modulators in Drosophila S3 Cells; Drosophila S3 cells, BODIPY lipid droplet fluorescence, 18-24 h; cells fed with added oleic acid; lipid storage change, negative = inhibition, % at the top dose, mostly 46.1 µM; hits show Potency in µM; 320,000 tested, 0.64% active; active = well fitted inhibition curve with a large enough effect in the signal ratio, with a control signal flat, not every such curve was filed as active; inconclusive = small, poorly fitted or top-dose-only effect, or effect the other way, or a change in a side signal; the % refers to the signal ratio
#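 Laser-scanning cytometry quantifies lipid droplet accumulation (500–530 nm total intensity; droplet/cell object ratio) in oleic acid-fed (400 uM added) Drosophila S3 cells treated with a concentration series. 20 uM Triacsin C defined 100% inhibition.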
# S3 lipid droplet cell count max – also measured in S3 lipid droplet; calls as there; cell number change, %; measured here: cell count max response;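 cells counted by Cell Tracker Red CMTPX staining in the red channel; peak over a dose series mostly up to 46.1 µM; percent activity relative to internal control wells on each plate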
# An asterisk follows results filed as active; i = inactive; ? = inconclusive; nt = not tested or not shown; [ ] = remark or other dose. % is scaled to controls: 0 for no effect and ±100 for the full control effect; potency is read from the fitted curve at half-maximal effect.
S3 lipid droplet cell count max	S3 lipid droplet	structure
3.3	-3.2%	C=C/C(C)=C/CC1C(=C)CCC2C(C)(C(=O)O)CCCC12C (centres undefined)
nt	i	CC(=O)NC(c1ccc([N+](=O)[O-])cc1)c1c(O)ccc2ccccc12 (centres undefined)
nt	?	O=C(N/N=C/c1cn(-c2ccccc2)nc1-c1cccnc1)c1ccc(F)cc1
nt	?	COc1ccc(CN(CC(=O)NC2CCCC2)C(=O)CCC(=O)Nc2nccs2)cc1
-0.6	i	CC(NC(=O)Cc1ccc(NC2=NC3CS(=O)(=O)CC3S2)cc1)c1ccccc1 (centres undefined)
22.6	21.5%[0.0737 µM]	Cn1cccc1C(=O)NCc1ccccn1
nt	?	O=Cc1sc(N2CCOCC2)nc1-c1ccccc1
nt	?	c1ccc(-n2c(-c3ccco3)nnc2N2CCOCC2)cc1
nt	?	COc1ccc(NS(=O)(=O)c2cccc(NC(=O)C34CCC(CC3)C4)c2)cc1
-21.6	-15.2%	CC(C)=CC(=O)N1CCC(N2CCC(C(=O)N3CCOCC3)CC2)CC1
nt	?	O=C1CN(C(=O)CSc2nnnn2C2CC2)c2ccccc2N1
nt	?	Fc1ccc(/C=N/Nc2nn[nH]n2)cc1
-11.8	i	CCOC(=O)C1(Cc2cccc(Cl)c2)CCCN(C(=O)c2ccc(COC)s2)C1 (centres undefined)
-17.8	i	CCN1CCCC1CNC(=O)c1csc2c1CCCC2 (centres undefined)
3.6	-1.2%	CNC(=O)/C(C#N)=C/c1ccc(-c2nc3ccccc3s2)o1
-1.7	-10.8%	COc1ccc(CC(=O)NC(C)c2nnc(SCC(=O)Nc3ccccc3F)n2C)cc1 (centres undefined)
-1.3	7.6%	O=C(CN1CCOCC1)Nc1cccc(Cl)c1Cl
nt	?	COc1nccnc1NS(=O)(=O)c1ccc(NC(=S)NC(=O)/C=C/c2ccc(F)cc2)cc1
-0.4	-0.2%	COc1ccc(CNc2nc3ccccc3n2Cc2ccc(Cl)cc2)cc1OC
nt	?	CCOc1ccc(CNC(=O)C(=O)c2cn(CC(=O)N3CCOCC3)c3ccccc23)cc1OC
-12.3	6.5%	Fc1c(F)c(F)c(SCn2cc(Br)cn2)c(F)c1F
26.3	16.7%	CCN(CC)c1nc(-c2ccc(C(=O)NN)cc2)nc(-c2ccc(C(=O)NN)cc2)n1
nt	4.3%	CCOC(=O)SC1=N/C(=C\c2ccc(N(C)C)cc2)C(=O)S1
2.4	14.4%	O=c1oc(-c2ccccc2F)nc2scc(-c3ccccc3)c12
nt	i	NC(=O)c1nsc(C(=O)N(CC(=O)NC2CCCCC2)Cc2ccc(F)cc2)c1N

# The final 4 entries of the section before lead into the next.
S3 lipid droplet cell count max	S3 lipid droplet	structure
26.3	16.7%	CCN(CC)c1nc(-c2ccc(C(=O)NN)cc2)nc(-c2ccc(C(=O)NN)cc2)n1
nt	4.3%	CCOC(=O)SC1=N/C(=C\c2ccc(N(C)C)cc2)C(=O)S1
2.4	14.4%	O=c1oc(-c2ccccc2F)nc2scc(-c3ccccc3)c12
nt	i	NC(=O)c1nsc(C(=O)N(CC(=O)NC2CCCCC2)Cc2ccc(F)cc2)c1N
-10.3	-5.8%	FC(F)(F)c1cc(-c2ccccc2)nc(-n2cc(Cl)cn2)n1
8.2	-4.5%	O=C(NCc1ccccc1Cl)C1CCN(S(=O)(=O)N2CCC3(CC2)OCCO3)CC1
nt	?	COc1ccc(-n2c(C)cc(/C=C/c3nc(O)c([N+](=O)[O-])c(=O)[nH]3)c2C)cc1
17.9	-1.8%	Cc1sc(-c2cccnc2)nc1OC(=O)C1CC1
nt	18.5%	O=C(O)CN1C(=O)NC2(CCOc3ccccc32)C1=O (centres undefined)
nt	?	CCOc1ccc(N(CC(=O)Nc2cccc(Br)c2)S(C)(=O)=O)cc1
nt	?	Cc1ccc2c(CN3CCN(C(=O)c4ccco4)CC3)cc(=O)oc2c1C
-7.1	-0.1%	CC1=Nc2ccccc2/C1=C/c1c(N)n2c(S(=O)(=O)C(C)C)nsc2nc1=O
nt	?	Nc1cccc(-n2nncc2-c2ccc(Cl)cc2)c1
nt	i	CCCc1nc2c(sc3nc4c(cc32)COC(C)(C)C4)c(=O)n1Cc1ccco1
nt	?	CCOC(=O)C1CCN(C(=O)CCc2nc3ccccc3[nH]2)CC1
nt	?	COc1cc(NC(=S)NC(=O)CCc2ccccc2)cc(OC)c1
12.9	?	COc1ccc2c(C=Nc3c(C)n(C)n(-c4ccccc4)c3=O)c(O)n(Cc3ccco3)c(=O)c2c1
nt	?	Cc1ccc(C)c(N2CCN(S(=O)(=O)c3ccc(-c4ccc(=O)[nH]n4)o3)CC2)c1
nt	?	CCc1nnc(NC(=O)Cn2ccc(C(F)(F)F)n2)s1
nt	?	CC(C)C(C(=O)Nc1ncn[nH]1)N1C(=O)c2ccccc2C1=O (centres undefined)
22.8	-9.3%	NS(=O)(=O)c1ccc(NC(=O)/C=C/c2ccco2)cc1
nt	?	Cc1nc(N(CCO)C2CCCCC2)c2nnn(Cc3ccccc3)c2n1
nt	?	CCOc1ccccc1NC(=O)CN(c1ccc(C)cc1)S(=O)(=O)c1c(C)n[nH]c1C
nt	?	CCOC(=O)C1CCN(CCC(=O)Nc2ccc(C)c(C)c2)CC1
-9.9	12.6%	COCCn1c(=O)c2c(nc3n2CCCN3CCc2ccc(OC)c(OC)c2)n(C)c1=O
-3.8	-5.1%	Cc1ccc(C(=O)NC(C)c2nc3ccccc3n2CC(=O)Nc2c(C)cc(C)cc2C)cc1 (centres undefined)
nt	?	O=C(CCCN1C(=O)/C(=C/c2ccco2)SC1=S)Nc1ccccc1C(=O)O
19.2	0.3%	CC(C(=O)OCC(=O)c1ccccc1)N1C(=O)C2C3CCC(C3)C2C1=O (centres undefined)
23.0	i	CN(C)c1ccc(/C=N/Nc2nncc3ccccc23)cc1
nt	?	CCOc1cc(CNc2ccc(N3CCOCC3)cc2)cc(Br)c1OCC
nt	?	Cc1ccc(S(=O)(=O)Nc2cc(=O)[nH]c(SCC(=O)Nc3cccc(C(F)(F)F)c3)n2)cc1
nt	?	COc1ccc2c(CC(=O)Nc3ccc(OC)c(NS(=O)(=O)c4ccc(F)cc4)c3)coc2c1
-1.5	0.6%	CCc1ccc(/C=C2\SC(=S)N(CCCC(=O)Nc3ccccn3)C2=O)cc1
nt	?	O=C(NC1CCN(S(=O)(=O)c2ccc(F)cc2)CC1)c1ccc(F)cc1
-0.8	1.0%	COc1ccc(OC)c(/C=N/NC(=O)c2csc3ccccc23)c1
-15.3	i	CC(C)(C)c1ccc(OCC(=O)NCc2ccco2)c(Br)c1
nt	?	COc1ccc(CN=C2NN=C(c3ccc(Cl)cc3)CS2)cc1
nt	?	CCCCn1c(N)c(N(CC(C)C)C(=O)CSCC(=O)Nc2ccc(C)cc2)c(=O)[nH]c1=O
17.5	i	O=C(NC(Cc1ccccc1)C(=O)O)/C(=C/c1ccc([N+](=O)[O-])cc1)NC(=O)c1ccco1 (centres undefined)
16.4	i	CC1Sc2ccc(S(=O)(=O)N3CCN(c4cccc(Cl)c4)CC3)cc2NC1=O (centres undefined)
19.7	-7.4%	Cc1ccc(N2CC(C(=O)Nc3nnc(SCC(=O)NCC4CCCO4)s3)CC2=O)cc1C (centres undefined)
nt	?	Cc1ccc(C)c(NC(=O)Cn2nnc(C(=O)Nc3c(C)cccc3C)c2N)c1
1.5	23.3%	O=C(N/N=C/c1ccc(OC(F)F)cc1)c1ccc(Br)cc1
-7.5	4.6%	c1ccn2cc(CSc3nnc4ccccn34)nc2c1
14.4	i	COc1ccc(C2c3c(-c4cc(Cl)c(C)cc4O)n[nH]c3C(=O)N2Cc2cccnc2)cc1OC (centres undefined)
22.3	i	COc1ccccc1NC(=O)C(C)N1C(=O)c2ccccc2C1=O (centres undefined)
2.2	7.9%	COc1ccccc1CNC(=O)c1ccc(C)s1
-6.7	-11.2%	CC(=O)Nc1ccc(S(=O)(=O)N(C)CC(=O)N(C)Cc2sccc2C)cc1
4.7	9.7%[9.22 µM]	CCOC(=O)C(C)Oc1cccc2c(=O)n(CC(=O)NCc3ccc4c(c3)OCO4)ccc12 (centres undefined)
nt	?	CN(Cc1ccccc1)C(=O)c1nc[nH]c1C(=O)N1CCN(C(=O)OC(C)(C)C)CC1
nt	?	Cn1c(SCC(=O)N2CCOCC2)nnc1-c1cnccn1
nt	?	Cc1c(C(=O)N2CCCCC2)sc(NC(=O)C2CC2)c1C#N
nt	?	O=C(/C=C/c1ccccc1[N+](=O)[O-])c1ccccc1Br
nt	?	CCCn1c(=O)c(C(=O)Nc2nnc(CC)s2)c(O)c2ccccc21

# Further results follow:
S3 lipid droplet cell count max	S3 lipid droplet	structure
nt	?	Cc1ccc(NC(=O)CCC(=O)c2cccs2)c(O)c1
nt	?	CN1CCN(C(=O)CCN2C(=O)/C(=C\c3ccc(Cl)cc3)SC2=S)CC1
-1.1	2.4%	CCOC(=O)C1CCN(c2ncnc3c2cnn3-c2ccc(OC)cc2)CC1
nt	?	Cc1ccc(-c2cn(-c3ccccc3)c3[n+]2CCCS3)cc1
0.5	-3.8%	Cc1cc(/C=C(\C#N)C(N)=O)c(C)n1-c1ccc(N2CCOCC2)c([N+](=O)[O-])c1
nt	?	Cn1nnnc1SCC(=O)Nc1cc(C(F)(F)F)ccc1N1CCOCC1
nt	?	CS(=O)(=O)N(CC(=O)N1CCCC1)Cc1ccc(F)cc1
nt	?	COc1ccc(C(=O)NC(C(=O)OCC(=O)Nc2sccc2C(N)=O)C(C)C)cc1 (centres undefined)
nt	?	COc1cccc(N2CCCn3c2nc2c3c(=O)n(CCN3CCOCC3)c(=O)n2C)c1
nt	?	CC(C)(C)c1nnc(NC(=O)c2cccnc2)s1
17.8	i	Cc1cccc(NC(=O)N2CCc3ccccc3C2)c1C
nt	?	Cc1nn(C(C)C)c(C)c1[C@@H]1C[C@H]2CN(Cc3cccc(Cl)c3)C(=O)[C@]23CCCN13
nt	?	CCCCOc1ccc(C(=O)N/C(=C/C=C/c2ccccc2)C(=O)NCCCO)cc1
nt	?	COc1cc(NC(=O)CSc2nc3[nH]c(=O)cc(O)c3s2)cc(OC)c1OC
nt	?	COc1ncc(C2=CC(=O)CC(C)(C)C2)cn1
nt	?	COc1cc(NC(=O)c2ccc3c(c2)C(=O)N(CCC(C)C)C3=O)c(C(=O)O)cc1OC
-11.9	i	CCN(CC(=O)Nc1c(F)cccc1F)C(=O)c1ccc(N2CCCCC2)c([N+](=O)[O-])c1
nt	?	CCN1CCN(Cc2cc(=O)oc3ccc(Cl)cc23)CC1
-10.9	-0.9%	NCCCC[C@@H]1NC(=O)[C@H](CCC(=O)O)NC(=O)c2cc([N+](=O)[O-])cc(I)c2OCC[C@@H](C(N)=O)NC1=O
nt	?	COc1ccc(NC(=O)CCCNC(=O)Cn2cnc3sc4c(c3c2=O)CCCC4)c(OC)c1
-9.6	i	CC(NC(=O)c1ccc(Cn2cc([N+](=O)[O-])cn2)cc1)c1ccccc1 (centres undefined)
nt	?	COc1cccc(/C=N/n2c(C3CCCCC3)n[nH]c2=S)c1OC
nt	?	CONc1nc(NC(C)(C)C)nc(OCC#N)n1
-21.2	3.6%	CCCCC12CN3CC(C)(CN(C1)C31C(=O)N(C)c3ccc(C)cc31)C2=O (centres undefined)
18.5	2.4%	O=C(C1=C[C@@H](c2ccccc2)C[C@@H](OCc2ccc(CO)cc2)O1)N1CCOCC1

# Entries of single compounds, looked up by structure:
# `Cc1ccc(-c2cn(-c3ccccc3)c3[n+]2CCCS3)cc1` across the screens: S3 lipid droplet cell count max = nt; S3 lipid droplet = ?
# `CCCCC12CN3CC(C)(CN(C1)C31C(=O)N(C)c3ccc(C)cc31)C2=O` (centres undefined) across the screens: S3 lipid droplet cell count max = -21.2; S3 lipid droplet = 3.6%

# Carrying on.
S3 lipid droplet cell count max	S3 lipid droplet	structure
-13.9	-0.8%	COc1ccc(-c2oc(NC(C)=O)c(C#N)c2-c2ccc(OC)cc2)cc1
nt	?	COc1ccc(/C=N/NC(N)=S)cc1OC(=O)c1ccccc1
1.5	-5.0%	CC(=O)Nc1ccc(S(=O)(=O)N2CCN(CCCOc3ccccc3Cl)CC2)cc1
nt	?	COc1ccc(NS(=O)(=O)c2cc(NC(=O)c3cccs3)ccc2N2CCCC2)cc1
-4.8	13.3%	O=C(COC(=O)/C=C/c1ccccc1)Nc1ccc2c(c1)OCCO2
nt	?	O=C(NNC(=O)c1n[nH]c2ccccc12)c1ccccc1
nt	?	Cn1c(=O)c(=O)n(C)c2cc(N3CCCCC3)c(NS(=O)(=O)c3ccc(Br)cc3)cc21
2.1	18.1%	CCn1c(=O)c(C(=O)NNS(=O)(=O)c2ccc(C)cc2)c(O)c2ccccc21
nt	i	CCc1cc(=O)oc2cc(OCC(N)=O)c(Cl)cc12
nt	8.5%	Cc1ccnc(NS(=O)(=O)c2ccc(NC(=O)/C=C/c3ccccc3)cc2)n1
nt	?	CCCN(C(=O)CSc1nnc2ccccn12)C1CCS(=O)(=O)C1 (centres undefined)
nt	?	COc1ccccc1NC(=O)CN(Cc1ccco1)C(=O)c1cccs1
nt	?	CCN(C(=O)COc1cccc2cccnc12)C1CCS(=O)(=O)C1 (centres undefined)
nt	?	Fc1ccccc1-c1nc(NCCCN2CCOCC2)c2ccccc2n1
6.1	-0.8%	Cc1ccccc1NS(=O)(=O)c1cccc2nonc12
nt	?	COc1ccc2c(c1)C1=NN(/C(C)=C/C(C)=O)C(c3cccc(F)c3)C1CC2 (centres undefined)
-10.1	-11.6%	CCOC(=O)C(NC=O)(NC(C)(C)C)C(=O)OCC

# Source: PubChem

# A portion of the library; the hit share may differ from the screen's.
